# EP2 modulator = EP2 receptor modulators, cAMP readout, primary screen, cell-based, HTRF cAMP, PGE2 stimulation | Prostaglandin E2 receptor EP2 subtype (Homo sapiens), P43116 | EP2-expressing cells, cAMP HTRF FRET, PGE2 co-stimulation | induction, % at 25 µM | actives 0.83% (n = 260,000) | AID 940, 2007;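 active means compounds whose cAMP rise, as percent of the full-agonist control response, exceeds 60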;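 further: rat C6 glioma line stably carrying human EP2 under a CMV promoter; the protocol text gives 20 µM as final concentration; 100% = response of wells given 1 µM PGE2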
# L929 necroptosis = inhibitors of zVAD-triggered necroptosis, primary screen, L929 cells. L929 zVAD necroptosis rescue, ATP luminescence, 24 h; with zVAD 60 µM. viability rescue, % at 10 µM. actives 0.38% (n = 220,000);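 active means activation, scaled between plate controls, above about 75%, limit read from the data; inactive means activation under that limit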;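 further: 0% = zVAD with DMSO and 100% = DMSO alone without zVAD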
# TNF death inh = inhibitors of TNF-alpha triggered necroptosis, primary screen, cell-based, Jurkat FADD-/-, single concentration; Jurkat FADD-/- TNF necroptosis rescue, ATP luminescence, 24 h; 0 = TNF only, 100 = no-TNF cells; activation (protection from cell death), % at 10 µM; actives 0.068% (n = 220,000); AID 463075, 2010;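 active means activation, meaning protection from cell death, of at least 50% relative to plate controls; inactive means activation below 50%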;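 further: necroptosis triggered by 40 ng/mL TNF-alpha added together with compound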
# Runt-SMMHC FRET = inhibitors of RUNX1 Runt–CBFb-SMMHC binding, primary screen, biochemical, FRET, Cerulean-Runt, Venus-CBFb-SMMHC, uHTS | Cerulean-Runt/Venus-CBFb-SMMHC FRET ratio 530/480, 1 h | Runt-related transcription factor 1 (Homo sapiens) + Core-binding factor subunit beta … | actives 0.74% (n = 220,000) | inhibition, % at 20 µM;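 active means mean inhibition across duplicate retests at 20 µM reaching about 50%, limit read from the data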;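 further: 0% = DMSO wells and 100% = wells with excess untagged CBFb-SMMHC; inhibitors lower the FRET ratio by blocking Runt binding to CBFb-SMMHC; some results filed as inactive read as strong as hits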
# Runt-CBFb FRET = inhibitors of RUNX1 Runt–CBFb binding, primary screen, biochemical, FRET, Cerulean-Runt, Venus-CBFb, uHTS; Cerulean-Runt/Venus-CBFb FRET ratio 530/480, 1 h; inhibition, % at 20 µM; actives 0.46% (n = 220,000);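 active means inhibition over about 50% at 20 µM in the single-dose screen, limit read from the data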;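 further: 0% = DMSO wells and 100% = excess unlabeled CBFb competitor control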
#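 Reagent – Venus-CBFb binding partner, 100 nM · Assay system – Cerulean-tagged RUNX1 Runt domain (FRET donor) fusion protein · Input – 100 nM per protein · Incubation – two 1 h room-temperature incubations shielded from light · Measured by – FRET fluorescence · Medium – Tris buffer pH 7.5 with salts and BSA · Benchmarks – unlabeled CBFb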
# RBBP9 inhibitor = human RBBP9 inhibitors, primary screen, biochemical, fluorescence polarization, FP-Rh probe, HTS; Serine hydrolase RBBP9 (Homo sapiens), O75884; recombinant RBBP9; inhibition, % at 7.94 µM; actives 0.2% (n = 220,000);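 active means inhibition above the campaign mean of all tested compounds plus 3 SD, cut at about 14% in these data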;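 further: plate controls were DMSO wells with RBBP9 for no effect and wells lacking RBBP9 protein for full effect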
#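 Measured by: FP readout at 525/598 nm; material: recombinant human RBBP9; also added: Serine-hydrolase probe FP-Rh, 375 nM pre-mixing; medium: Tris buffer pH 8.0, NaCl, Pluronic; replication: one well per compound; doses: one concentration, 7.94 µM nominal, 0.794% DMSO; timing: preincubation 30 min plus labeling 45 min at 25 °C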
# PERK inh = block of dimerizer-induced PERK translation repression, primary screen, PERK inhibitor project, CHO PERK-DD cells, SEAP luminescence, HTS; CHO PERK-DD fusion, SEAP luminescence translation reporter; AID 1416, 2008; Eukaryotic translation initiation factor 2-alpha kinase 3 (Homo sapiens), Q9NZJ5; actives 0.17% (n = 220,000); inhibition, % at 5.6 µM;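 active means inhibition above the mean inhibition of all tested compounds plus 3 SD, set separately per screening campaign, cut at about 2.9% in these data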;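 further: PERK kinase domain activated by AP20187 dimerizer at 100 nM; 0% = DMSO with dimerizer and 100% = rapamycin at 8.4 µM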
# Target sequence (Q9NZJ5 whole entry, looked up, the tested form may be a part): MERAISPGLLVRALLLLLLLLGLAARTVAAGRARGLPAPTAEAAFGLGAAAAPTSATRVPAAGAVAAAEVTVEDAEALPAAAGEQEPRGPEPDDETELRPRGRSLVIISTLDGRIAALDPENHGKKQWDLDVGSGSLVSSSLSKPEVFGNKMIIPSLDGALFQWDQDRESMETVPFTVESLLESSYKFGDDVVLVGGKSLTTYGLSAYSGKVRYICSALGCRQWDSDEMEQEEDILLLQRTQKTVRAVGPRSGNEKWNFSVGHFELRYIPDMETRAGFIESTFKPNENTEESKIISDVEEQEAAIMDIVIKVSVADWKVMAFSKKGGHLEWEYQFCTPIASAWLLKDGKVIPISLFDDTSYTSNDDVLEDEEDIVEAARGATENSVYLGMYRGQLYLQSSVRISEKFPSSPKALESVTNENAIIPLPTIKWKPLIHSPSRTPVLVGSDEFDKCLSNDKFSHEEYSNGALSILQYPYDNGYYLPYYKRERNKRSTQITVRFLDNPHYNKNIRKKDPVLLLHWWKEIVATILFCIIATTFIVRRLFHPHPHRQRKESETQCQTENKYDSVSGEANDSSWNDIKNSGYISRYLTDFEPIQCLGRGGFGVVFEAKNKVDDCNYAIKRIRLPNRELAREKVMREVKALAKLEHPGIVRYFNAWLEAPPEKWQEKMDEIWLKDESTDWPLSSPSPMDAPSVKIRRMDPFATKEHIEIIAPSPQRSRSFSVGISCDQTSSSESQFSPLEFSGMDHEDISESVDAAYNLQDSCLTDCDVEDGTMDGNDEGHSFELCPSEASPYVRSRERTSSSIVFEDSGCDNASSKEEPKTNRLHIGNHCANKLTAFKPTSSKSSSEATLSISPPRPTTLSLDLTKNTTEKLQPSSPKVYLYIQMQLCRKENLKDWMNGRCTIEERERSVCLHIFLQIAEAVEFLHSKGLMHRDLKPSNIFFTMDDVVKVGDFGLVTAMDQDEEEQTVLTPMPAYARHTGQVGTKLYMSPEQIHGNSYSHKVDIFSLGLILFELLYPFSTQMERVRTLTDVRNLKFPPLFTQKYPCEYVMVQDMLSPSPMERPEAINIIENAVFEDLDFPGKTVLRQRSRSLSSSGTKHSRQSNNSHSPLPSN
# EP2 antag = human EP2 receptor antagonists, primary screen, TR-FRET cAMP, C6 glioma cells. inhibition, % at 25 µM. Prostaglandin E2 receptor EP2 subtype (Homo sapiens), P43116. actives 0.52% (n = 260,000). C6 glioma cells expressing human EP2; cells stimulated with saturating PGE2. AID 1422, 2008;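 active means percent inhibition above 40 after rounding to a whole number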;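 further: rat C6 glioma host cells with rolipram phosphodiesterase inhibitor present; the protocol text gives 20 µM as final concentration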
# Hck Nef HTS = inhibitors of Nef-activated human Hck kinase, primary screen, biochemical, Z-Lyte FRET, 384-well, Hck-YEEI; Tyrosine-protein kinase HCK (Homo sapiens), P08631; Recombinant Hck-YEEI plus Nef, Z-Lyte FRET kinase assay; inhibition, % at 20 µM; actives 0.68% (n = 220,000);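 active means Hck-Nef kinase inhibition above about 50%, limit read from the data; inactive means inhibition below that limit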;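 further: 0% = DMSO with Hck plus Nef and 100% = Hck alone without Nef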
# The depositor's hits bear a star; x = not tested or not shown; & = joins results of further samples.
SMILES,EP2 modulator,L929 necroptosis,TNF death inh,Runt-SMMHC FRET,Runt-CBFb FRET,RBBP9 inhibitor,PERK inh,EP2 antag,Hck Nef HTS
COc1ccc([N+](=O)[O-])cc1N(CC(=O)NCCSc1ccc(C)cc1)S(C)(=O)=O,-15,-0.5,-1.0,0,-4,0,0.1,1,4
COc1ccccc1C(=O)n1nc(-c2ccco2)nc1N,8,-0.4,-2.2,-2,3,-1,0.9,x,-10
Cn1c(=O)c2cc(S(=O)(=O)NCCC(=O)Nc3ccc(Cl)cc3)ccc2n(C)c1=O,-4,-0.1,0.2,0,-2,5,1.4,8,0
CCNC(=S)N1CCN(S(=O)(=O)c2ccc(C)c(C)c2)CC1,-19,3.0,1.9,2,1,0,-0.3,7,21
CCCCn1c(NCc2ccc(N(C)C)cc2)nc2ccccc21,-25,0.0,2.3,9,15,13,0.1,14,-6
COc1ccc(-c2csc(/C(C#N)=C/Nc3ccc4c(c3)OCCO4)n2)cc1,1,0.8,1.4,-9,-9,2,0.3,9,3
COc1cc(NC(=O)c2cc(-c3cccnc3)nc3ccc(Br)cc23)cc(OC)c1,1,2.7,0.6,-2,-2,-5,0.2,11,46
COC(=O)c1ccccc1NC(=O)COC(=O)/C=C/c1ccco1,-20,0.1,0.0,10,18,-3,-0.4,3,13
Cc1ccc(N(CC(=O)NCc2ccc3c(c2)OCO3)S(=O)(=O)c2c(C)noc2C)cc1,10,-1.1,-1.0,0,-1,-6,-0.4,8,0
Cc1occc1C(=O)N/N=C/c1ccccn1,-20,3.3,0.8,1,3,-5,-0.2,6,20
COc1ccc(COC(=O)c2ccc(N3CCCC3=O)cc2)cc1F,-7,1.3,0.1,1,0,-6,1.2,12,2
C/C=C/c1ccc(OCCCCN2CC(C)CC(C)C2)c(OC)c1 (stereo unspecified),11,0.0,2.3,-2,1,9,0.7,8,-9
CCOc1ccc(NC(=O)c2ccc(NC(=O)c3cn4c5c(c(N6CCN(C)CC6)c(F)cc5c3=O)OCC4C)cc2)cc1 (stereo unspecified),55,x,-25,5,-1,-5,0.0,7,9
O=C(Nc1ccccc1Oc1ccccc1)c1cccc([N+](=O)[O-])c1,20,0.6,-5.0,3,1,-2,0.7,3,1
O=[N+]([O-])c1cc(O)c2ncccc2c1,24,6.1,-19,3,3,5,0.2,5,12
Cc1cc([N+](=O)[O-])nn1CCCC(=O)N1CCN(c2ccccc2)CC1,-17,-0.1,0.5,4,-2,-5,-1.0,9,-1
O=C(CSc1cn(Cc2ccccc2)c2ccccc12)Nc1nccs1,15,0.3,-0.2,-2,1,-5,0.4,13,1
c1ccc(Oc2nc3ccccc3n3cccc23)cc1,65*,0.2,-3.6,-3,0,-5,1.2,5,2
COc1ccccc1CN=C1Nc2ccccc2CS1,-62,1.5,2.7,-3,-1,0,0.1,4,21
OCC(CO)(CO)N=Cc1cc(Br)ccc1O,21,-0.6,-3.2,-21,-2,-6,0.4,11,4
CCCC(=O)NCc1ccncc1,29,2.8,0.2,3,-1,-9,1.8,1,19
S=C(Nc1ccc(Oc2ccccc2)cc1)NC1CCCC1,-52,0.1,-1.2,1,0,-8,-0.6,4,-3
COc1ccc(NC(=O)c2nc(C)c(C3(C)CC(c4ccccc4)=NO3)s2)cc1 (stereo unspecified),8,-1.1,-16,2,2,x,x,9,23
CCCS(=O)(=O)c1c(S(=O)(=O)CCC)c2cnccn2c1C(=O)c1ccc(F)cc1,10,1.6,2.8,0,-7,-6,0.1,x,2
COC(=O)COc1ccc(Oc2nc(SC)nc(N(C)C)n2)nn1,9,0.4,0.1,-1,0,9,0.7,15,0
SMILES,EP2 modulator,L929 necroptosis,TNF death inh,Runt-SMMHC FRET,Runt-CBFb FRET,RBBP9 inhibitor,PERK inh,EP2 antag,Hck Nef HTS
CSc1nsc(SCC(=O)NC2CCCCC2)n1,30,-0.2,3.0,0,0,-4,-0.2,13,0
CC1CCN(CCn2c(=S)[nH]c3cc4c(cc3c2=O)OCO4)CC1,-26,-0.1,2.7,-2,5,-5,-0.3,5,2
CC(C)N(C(=O)CN1C(=O)C(=O)c2ccccc21)c1ccccc1,-20,1.8,-0.2,x,x,-4,0.3,2,22
COCCNC(=O)c1ccc2c3n(nc2c1)-c1ccc(Cl)cc1CO3,-11,0.7,-2.5,0,0,x,x,3,28
CCCC1CC(CSc2ncn[nH]2)OC1=O (stereo unspecified),20,x,-1.3,3,0,-7,0.6,6,1
COc1cccc(/C=N/NC(=O)CNC(=O)C2COc3ccccc3O2)c1O (stereo unspecified),-1,11,-6.5,-8,-2,-5,0.9,8,-1
OC(CCN1CCOCC1)(c1ccc(Cl)cc1)C1CCCCC1 (stereo unspecified),36&4,-0.3,-1.5,-1,-2,-2,-1.1,10&10,0
CS(=O)(=O)Nc1ccc(C(=O)NCc2ccc3c(c2)OCO3)cc1,6,0.3,1.5,-2,0,-12,-0.2,4,-12
O=C(NC(=O)c1ccc(C(F)(F)F)cc1)Nc1ccc(-c2cnco2)cc1,12,0.1,3.1,1,-1,-7,1.9,4,30
O=C(Nc1ccc(C(F)(F)F)cc1)C1(c2ccccc2)CC1,-6,0.9,3.9,-4,1,-9,0.5,5,0
CC(=O)N1N=C(c2ccc(C)cc2)OC1c1ccc(Br)cc1 (stereo unspecified),-88,-0.5,0.2,-1,0,-2,0.5,7,24
CCC(=O)N1c2ccccc2NC2=C(C(=O)CCC2)C1c1ccc(N(C)C)cc1 (stereo unspecified),-11,-0.2,-3.6,8,-3,0,1.5,8,2
O=C(/C=C/c1ncc(C(F)(F)F)cc1Cl)OCc1ccccc1,32,0.3,-2.8,-6,-2,-3,0.0,7,1
Cc1[nH]n(-c2ccc(Cl)cc2)c(=O)c1C=Nc1ccc(S(=O)(=O)N2CCOCC2)cc1,-8,0.3,-6.0,0,-2,0,2.0,12,2
COc1ccc(NC(=O)C2CCN(C(=O)c3ccccc3)CC2)cc1OC,-13,0.5,-3.2,0,0,-2,0.9,19,2
COc1ccc(S(=O)(=O)N(C)c2ccc(C(=O)N3CCC(C(N)=O)CC3)cc2)cc1OC,-8,0.0,-0.5,-1,-2,-4,-0.6,6,-14
c1ccc(-c2noc(-c3ccc4ccccc4c3)n2)cc1,20,1.2,2.8,-10,0,-9,-0.1,16,-1
COc1cccc(OC)c1OCCCOc1cccc2cccnc12,-54,2.9,-0.5,-1,0,-4,-0.3,12,1
Cc1cc(NC(=O)CCC(=O)N(Cc2ccco2)C(C(=O)NC2CCCCC2)c2ccccc2)no1 (stereo unspecified),32,-0.4,-0.7,-4,-3,-6,-1.2,21,4
COc1cccc(-n2c(Cc3cc(=O)[nH]c(=O)[nH]3)nnc2SCc2cccnc2)c1,13,0.7,0.9,-2,-1,0,1.3,13,7
O=C(c1ccc(-c2ccc(Cl)cc2)o1)N1CCN(c2ccc([N+](=O)[O-])cc2Cl)CC1,-6,10,1.4,1,14,-6,0.7,x,3
CC(=O)N1CCN(CCN=CC2=C(O)CC(c3ccc(Cl)cc3)CC2=O)CC1 (stereo unspecified),19,-0.1,-1.2,-3,-1,1,-0.2,x,1
COc1cccc2sc(NNC(=O)c3nc4ccccc4s3)nc12,-36,x,-4.0,4,33,10,1.1,9,-3
COc1ccc(-n2cnc3c(sc4nccc(N(C)C)c43)c2=O)cc1,-2,0.1,2.4,-3,-1,-8,-0.8,7,19
CC(Sc1nc2ccc(Br)cc2[nH]1)C(=O)O (stereo unspecified),3,0.4,1.0,-4,0,2,-0.5,11,-1
SMILES,EP2 modulator,L929 necroptosis,TNF death inh,Runt-SMMHC FRET,Runt-CBFb FRET,RBBP9 inhibitor,PERK inh,EP2 antag,Hck Nef HTS
COC(=O)[C@H](CCSC)NC(=O)Nc1ccc(OC)cc1OC,27,0.5,-0.4,-2,-2,2,1.8,3,-22
O=c1oc2cc(OCc3nn[nH]n3)ccc2c2c1CCCC2,23,0.6,0.5,18,4,-3,0.1,6,1
c1ccc2cc(CN3CCOCC3)ccc2c1,6,-0.3,-0.8,-3,1,1,-0.2,20,0
COc1ccc(C(=O)Nc2nc3ccccc3[nH]2)cc1OC,-4,0.9,3.0,-1,0,-4,-1.6,10,-1
COc1ccccc1C(C)NCC(=O)Nc1ccccc1C(F)(F)F (stereo unspecified),16,0.1,1.5,-1,-7,-8,-0.3,8,0
Cn1c(=O)c2c(SC3CCCC3)nc(CC(C)(C)C)nc2n(C)c1=O,x,-0.2,-2.8,x,x,-1,0.7,x,21
CCO[C@H]1OC(C(=O)N2CCN(Cc3ccccc3)CC2)=C[C@@H](c2ccccc2)[C@@H]1CCCO,25,-0.2,1.5,-1,-1,-3,0.7,9,16
Cc1ccccc1SCCNC(=O)CCc1ccccc1,-27,-1.1,0.6,0,-1,-14,-0.3,7,-12
CC(C)CCNC(=O)CN(Cc1ccc2c(c1)OCO2)C(=O)Cn1nnc(-c2cccs2)n1,29,1.0,0.7,-4,-2,-6,-0.4,-3,5
COc1ccc(CN2CCOCCOCCOCCOCCOCC2)cc1,-16,-0.7,0.3,4,-1,-4,2.1,14,6
Cc1cc(C)cc(NC(=O)Cc2ccc(-n3cccc3)cc2)c1,37,19,2.3,-5,-4,-12,-0.3,6,1
FC(F)(F)c1ccc(N2CCOCC2)c(Nc2nc3ccccc3n3cnnc23)c1,43,7.5,-8.8,-10,-8,5,0.5,5,3
CCCC(=O)Nc1sc2c(c1C#N)CC(C)(C)NC2(C)C,-6,-0.4,-0.1,4,1,2,0.4,13,-19
CCO[C@H]1OC(C(=O)N2CCN(Cc3ccccc3)CC2)=C[C@@H](c2coc3ccccc3c2=O)[C@@H]1CCCO,17,0.4,1.2,-7,-4,0,0.8,8,7
CCC(C)Oc1nc(C)cc(C)c1S(=O)(=O)c1ccccc1C (stereo unspecified),64*,0.6,-2.8,-3,-5,-2,0.7,12,1

# Limited to Runt-CBFb FRET (2 entries from above):
mol	Runt-CBFb FRET
c1ccc2cc(CN3CCOCC3)ccc2c1	1
COc1ccc(C(=O)Nc2nc3ccccc3[nH]2)cc1OC	0

# From PubChem

# Only part of the results is shown (hit frequency here may not be typical).
